SF1 activator: activators of human nuclear receptor SF-1; actives 1.9% (n = 65,000); CHO-K1 Gal4-SF-1 LBD luciferase reporter; % increase over DMSO SF-1-specific signal; Q13285; activation, % at 10 µM;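 active = activation above the mean activation of all tested compounds plus 3 SD, cut at about 50% in these data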
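Material: Transient Gal4-SF-1 LBD reporter, CHO-K1 | Input: 4,000 cells/well | Dosing: One dose, 10 µM compound, 1% DMSO | Incubation: 20 h compound treatment, 37 °C | Detection: SteadyLite luciferase luminescence | Evaluation: Percent activation relative to DMSO median and mock-transfected background | Benchmarks: DMSO-treated SF-1-transfected cells as negative, DMSO-treated mock-transfected cells lacking SF-1 as background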
S1P3 ag: agonists of human S1P3 receptor; AID 373; S1P3 NFAT-BLA reporter cells, agonism, FRET ratio; relative to 1 µM S1P, basal subtracted; activation, % at 4.5 µM; actives 0.1% (n = 60,000); Q99500;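 active = activation above the screen-wide mean plus 3 SD, cut at about 4.5% in these data, passing the limit was not always enough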; also: some compounds called inactive have numbers as strong as hits
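Assay system: CHO cells stably expressing human S1P3, Gα16 and NFAT-β-lactamase reporter. Timing: overnight plating, 4 h compound 37 °C, 2 h substrate RT. Signal: β-lactamase FRET emission ratio 460/535 nm. Measure: percent activation versus median 1 µM S1P response, basal-subtracted, per plate. Repeats: primary screen single test, confirmation screen in triplicate.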
5HT1a antag: antagonists of human 5-HT1a serotonin receptor; P08908; CHO 5-HT1a Ga15 NFAT-bla reporter, antagonist mode; inhibition, % at 10 µM; actives 0.68% (n = 62,000); AID 612;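 active = inhibition above the mean of all tested compounds plus 3 SD, cut at about 43% in these data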;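 also: receptor stimulated by 5-CT agonist at 100 nM near EC80; beta-lactamase reporter measured by ratiometric fluorescence of a cleavable substrate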
5HT1E antag: blocks the human 5-HT1E serotonin receptor | CHO 5-HT1E Ga15 NFAT-bla reporter, FRET, antagonist | inhibition, % at 6 µM | actives 0.99% (n = 65,000) | AID 571;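 active = inhibition above a set limit, the mean inhibition across every tested compound plus 3 SD, cut at about 29% in these data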;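 also: signal is the 460 over 535 nm emission ratio of beta-lactamase substrate; 0% = agonist plus DMSO wells and 100% = wells without agonist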
Target sequence (P28566 whole entry, looked up): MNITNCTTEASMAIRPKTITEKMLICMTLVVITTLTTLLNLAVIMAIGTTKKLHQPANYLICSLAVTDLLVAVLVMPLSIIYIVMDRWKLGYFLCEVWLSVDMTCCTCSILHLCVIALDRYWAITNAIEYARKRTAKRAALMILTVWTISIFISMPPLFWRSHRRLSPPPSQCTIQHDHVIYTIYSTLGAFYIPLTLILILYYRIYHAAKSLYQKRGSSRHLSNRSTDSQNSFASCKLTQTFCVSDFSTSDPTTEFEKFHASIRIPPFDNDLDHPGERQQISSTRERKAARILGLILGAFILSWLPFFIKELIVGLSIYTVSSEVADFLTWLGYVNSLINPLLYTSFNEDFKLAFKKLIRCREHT
RORa activator: activates the human nuclear receptor RORA; actives 1.5% (n = 65,000); AID 560; activation, % at 10 µM; CHO-K1 Gal4-RORA LBD luciferase reporter, luminescence; percent increase over mock-subtracted basal signal;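 active = activation above the mean of all tested compounds plus 3 SD, cut at about 49% in these data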;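 also: 0% = DMSO-treated RORA cells and 100% = added signal equal to DMSO minus mock-transfected cells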
Target sequence (P35398 whole entry, looked up, the tested form may be a part): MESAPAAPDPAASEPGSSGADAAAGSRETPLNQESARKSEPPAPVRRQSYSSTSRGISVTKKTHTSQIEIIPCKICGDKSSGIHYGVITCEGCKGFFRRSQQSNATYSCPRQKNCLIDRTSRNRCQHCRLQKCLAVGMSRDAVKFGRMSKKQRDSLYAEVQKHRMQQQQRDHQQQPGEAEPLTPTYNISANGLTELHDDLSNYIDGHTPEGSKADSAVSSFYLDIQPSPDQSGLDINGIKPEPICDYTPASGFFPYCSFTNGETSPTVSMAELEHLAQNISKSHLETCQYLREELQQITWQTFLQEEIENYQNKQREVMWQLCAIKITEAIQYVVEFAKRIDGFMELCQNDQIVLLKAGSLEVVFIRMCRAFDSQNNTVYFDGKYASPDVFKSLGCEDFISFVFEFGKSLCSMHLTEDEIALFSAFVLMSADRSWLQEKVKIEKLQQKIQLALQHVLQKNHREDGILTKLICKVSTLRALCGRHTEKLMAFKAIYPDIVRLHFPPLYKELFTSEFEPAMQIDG
S1P1 ag-PAM: agonists and agonism potentiators of human S1P1 receptor. P21453. S1P1 CRE-bla cells, forskolin, beta-lactamase FRET, potentiator mode; S1P1 agonist co-added at EC20, 2 nM; 100% = saturating reference agonist, 0% = basal. activation, % at 9.5 µM. actives 0.57% (n = 56,000). AID 449;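 active = activation above a cutoff set at the mean activation of all tested compounds plus 3 SD, cut at about 54% in these data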;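 also: forskolin at 4 µM as EC80 and the EC20 agonist is SEW2871; 100% = SEW2871 at its EC100 plus forskolin at EC80; some compounds past the cut are filed as inactive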
5HT1E ag: agonists of human 5-HT1E serotonin receptor | P28566 | CHO 5-HT1E Ga15 NFAT-bla reporter, FRET; 0% DMSO wells, 100% control agonist wells | actives 0.69% (n = 65,000) | activation, % at 6 µM;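 active = activation above a set limit, the screen-wide mean activation plus 3 SD, cut at about 8.5% in these data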;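 also: 100% = positive control agonist at 1 µM giving full maximal response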
tolC growth inh: E. coli tolC mutant growth inhibition | E. coli BW25113 tolC mutant growth, OD615 | growth inhibition, % at 10 µM (by protocol) | actives 2.2% (n = 65,000) | AID 573;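 active = growth inhibition at or above a cutoff equal to the mean over every tested compound plus 3 SD, cut at about 60% in these data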;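 also: growth measured after 20 h incubation at 37 °C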
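Material: E. coli BW25113 ΔtolC::kan, tolC deletion mutant strain. Measure: percent growth inhibition. Schedule: 37 °C, 20 h exposure. Doses: single-point testing at 10 µM. Signal: A615 absorbance measurement. Buffer or medium: kanamycin-containing LB broth (50 µg/mL).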
AP ELISA ortho: alternative pathway complement inhibition, orthogonal assay; Human serum alternative complement pathway, LPS-coated ELISA, C3 deposition; tested in compound mixtures; inhibition, % at 5 µM; actives 0.08% (n = 62,000); AID 1235;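 active = inhibition above 30% in each of the two pooled mixtures holding the compound, so the lower value exceeds 30%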;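 also: 0% = serum in Mg-EGTA without compound and 100% = EDTA serum blank; some compounds past the cut are filed as inactive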
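Medium: diluted human serum in Mg2+-EGTA GVB++. Assay system: human serum complement alternative pathway, C3 deposition onto LPS. Also added: Plate-bound LPS. Technique: Anti-C3 ELISA, OD 450 nm. Measure: percent inhibition. Incubation: 1 h at 37 °C. Dosing: 5 µM each compound, pools of ten, 50 µM per pool.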
Numbers without * were called inactive; nt = not tested or not shown.

SMILES	SF1 activator	S1P3 ag	5HT1a antag	5HT1E antag	RORa activator	S1P1 ag-PAM	5HT1E ag	tolC growth inh	AP ELISA ortho
COc1ccc(C2C(C(=O)NCC3CCCO3)CCC(=O)N2c2ccc3c(c2)OCO3)cc1 (centres undefined)	2	nt	-5	10	-32	nt	-1.4	-7	-3
CCc1ccccc1N(C)C(=O)CCc1nc(-c2ccc(C)cc2)no1	-26	-1.0	13	8	-13	-12	-0.3	100*	8
CCOc1ccc(/C(O)=C2/C(=O)C(=O)N(CCCn3ccnc3)C2c2cccs2)cc1Cl (centres undefined)	11	-0.6	-9	12	17	nt	-0.8	-6	21
O=C(O)CC(C(=O)O)c1cn(Cc2ccccc2)c2ccccc12 (centres undefined)	3	-0.6	-1	3	-15	19	-0.3	-11	5
CC1CCN(C(=O)CSc2nc3cccnc3n2C)CC1	-7	-0.9	-12	6	-20	-2	-1.1	-4	13
Cc1cccc(N2CCN(C(=O)C3CCCN(S(=O)(=O)c4c(C)noc4C)C3)CC2)c1C (centres undefined)	-12	-0.7	-6	-2	-4	12	5.3	3	11
COc1ccccc1C1C(C(=O)c2cc3ccccc3o2)=C(O)C(=O)N1CCN1CCOCC1 (centres undefined)	-2	0.4	13	0	19	-2	0.1	-8	-5
CCn1cc(C(=O)N2CCN(C(=O)c3ccco3)CC2)c2cc(OC)c(OC)cc2c1=O	-5	-1.0	11	8	-2	-48	0.2	3	8
O=c1cc(CN2CCN(Cc3ccccc3)CC2)c2cc(Cl)ccc2o1	4	-0.8	7	11	7	0	-0.7	13	22
Cc1ccc(NS(=O)(=O)c2cc(C(=O)N3CCOCC3)ccc2C)cc1C	-15	-1.1	-1	-5	-10	7	0.4	11	4
CC(C)(C)NC(=O)C(c1ccccc1)N(Cc1ccco1)C(=O)c1csnn1 (centres undefined)	12	-0.2	12	-1	31	-2	-1.1	1	-7
c1ccc(-c2nc3ccccc3c3nncn23)cc1	2	0.7	-6	9	4	0	0.4	-2	7
CCOC(=O)c1cc2sc(C)cc2n1CC(=O)Nc1ccc2c(c1)OCCO2	4	nt	39	3	22	nt	-1.2	12	5
CCOCc1nnc(NC(=O)CSc2ccccc2)s1	-3	-1.2	-2	-6	-20	9	0.1	-11	-10
NS(=O)(=O)c1ccc(NC(=O)CSc2nnc(-c3cnccn3)n2-c2ccccc2)cc1	-17	-1.5	-14	-5	12	nt	0.4	-14	8
Cc1c(NC(=O)Cn2nc(C(F)(F)F)c3c2CCCC3)c(=O)n(-c2ccccc2)n1C	4	0.2	8	2	-3	nt	-0.1	7	9
CC(=O)C1C(c2ccc(F)cc2)NC(=O)NC1(O)C(F)(F)F (centres undefined)	3	-0.2	-1	0	24	-6	-0.3	-18	3
CC1CCCC(C)N1c1nnc(N)s1 (centres undefined)	-12	-1.9	-4	1	-7	10	-0.6	2	3
CCc1c(C)nc2ncnn2c1N1CCC(C(=O)Nc2ccc(C)cc2)CC1	-14	-0.9	8	-6	-9	-3	-0.2	12	-4
CCOC(=O)c1ccc(CSc2nnc(N)s2)cc1	25	0.0	6	-2	23	-4	0.4	11	2
Cc1ccc(NC(=O)c2ccco2)cc1NC(=O)CSc1nnc(-c2cccs2)n1C	-1	1.6	-4	-8	-10	-13	0.3	3	-1
Cc1ccc(C2/C(=C(/O)c3ccc(Br)cc3)C(=O)C(=O)N2Cc2ccco2)o1 (centres undefined)	-13	0.1	0	-3	7	-18	-0.3	16	4
CCSc1nc(N2CCOCC2)c2ccccc2n1	-12	0.8	4	24	-10	-35	-0.7	14	12
Cc1cc(C(=O)OCC(=O)c2c(N)n(C)c(=O)n(C)c2=O)c(C)n1-c1ccccc1	0	4.6	-4	7	4	4	0.0	-4	1
CC(=O)NC(CCS(C)(=O)=O)C(=O)Nc1ccc(Oc2ccccc2)cc1 (centres undefined)	-8	-2.1	-16	-2	-6	-11	1.2	-5	-2
OC(Cn1cncn1)c1ccc(Cl)cc1Cl (centres undefined)	-22	-0.4	-7	-13	2	-3	0.2	-14	6
C=CCOc1c(Br)cc(CNn2nnnc2N)cc1OCC	15	-0.9	-1	2	-13	-11	-1.2	11	0
O=S(=O)(c1ccc(F)cc1)N(CCO)CC(O)Cn1c2ccccc2c2ccccc21 (centres undefined)	19	nt	28	3	10	nt	0.2	58	5
CCOc1ccc(-c2cn(S(=O)(=O)c3cccc4nsnc34)nc2N)cc1	14	-1.3	12	5	-14	10	1.1	60	8
CCCCn1c(=O)n(CC(=O)Nc2ccc(C)c(Cl)c2)c(=O)c2c1ncn2Cc1ccco1	21	nt	26	-4	-4	nt	-0.7	46	15
COC(=O)c1[nH]c2c(c1C)C(=O)CC(c1cc(OC)ccc1OC)C2 (centres undefined)	21	-0.9	37	20	43	-4	-0.7	-8	-3
CCc1nnc(NC(=O)CCC(=O)O)s1	-8	-1.0	1	-8	-4	-14	0.2	-10	14
O=C(c1cc2nc(-c3ccco3)cc(C(F)(F)F)n2n1)N1CCc2ccccc2C1	-13	-1.2	-11	-11	-5	-32	1.4	2	-8
Cc1ccc(O)c(NC(=O)c2ccco2)c1	3	-0.8	-1	10	10	nt	0.4	-20	3
COC(=O)Cn1c(=NC(=O)CSCC(=O)NC2CCCCC2)sc2cc(OC)ccc21	-2	nt	1	0	1	nt	-0.3	13	5
O=S1(=O)CCN2C(c3ccc4c(c3)CCCC4)=CSC2=N1	-2	-0.8	-5	-3	1	6	0.6	-3	13
Fc1ccc(CSc2nnc(-c3cccnc3)n2Cc2ccco2)cc1	-15	nt	8	-3	-8	nt	-0.1	5	6
CC1CCc2cc(F)ccc2N1C(=O)c1ccc2c(c1)OCO2 (centres undefined)	15	-0.7	5	9	-1	8	-0.8	28	-5
Cc1cc(C)cc(NC(=O)CSc2nnc(CNC(=O)c3cccs3)o2)c1	-7	nt	2	2	-8	nt	-1.3	-6	20
COC(=O)C1=C(C)NC(C)=C(C(=O)OC)C1c1ccccn1	-3	0.1	-5	-3	-6	-18	-0.2	-13	13
Cc1cccc(C(=O)NC2CCN(CC(=O)N3CCOCC3)CC2)c1	10	-0.4	-1	10	-22	17	-1.1	-7	4
COc1ccc(N2C(=O)CSC2c2cccc(F)c2)c(OC)c1 (centres undefined)	8	0.7	4	6	-12	7	-0.5	6	3
COc1ccc(CN(Cc2ccncc2)C(=O)CCC(=O)O)cc1	-12	-1.3	-4	1	13	8	1.0	-26	11
c1ccn2c(SCc3ccc4c(c3)OCO4)nnc2c1	40	0.6	4	-20	23	10	-0.2	-6	4
CCOC(=O)C(C)Oc1ccc(C2NC(=O)NC(C)=C2C(C)=O)cc1Br (centres undefined)	3	-0.4	2	3	-12	nt	-0.1	-9	-8
CCC(c1nnnn1C1CCCCC1)N1CCN(C2CCCC2)CC1 (centres undefined)	-20	-0.2	20	-3	1	-10	-0.4	-15	5
CC(C)C[C@H](NC(=O)NCc1ccccc1Cl)C(=O)O	12	0.1	-12	1	4	5	0.6	-33	7
COC(=O)c1ccc(OC(=O)c2ccco2)cc1	-8	-1.0	-5	-2	-7	-21	0.8	-8	8
CCOC(=O)C1CCN(C(C(=O)Nc2ccc3c(c2)OCCO3)c2ccccc2)CC1 (centres undefined)	-3	-0.2	30	1	14	12	-0.9	3	11
CCc1nnc(NC(=O)C2Cc3ccccc3C(=O)O2)s1 (centres undefined)	-7	-0.8	2	0	40	-19	-0.1	-6	1
Cc1nn(-c2ccccc2)c2sc(C(=O)n3cccn3)cc12	16	-0.6	-4	-4	-7	nt	0.8	-4	1
Cc1c(C(=O)N(C)Cc2ccccc2)oc2ccc(S(=O)(=O)N3CCCC3)cc12	7	nt	7	8	3	nt	-0.1	35	-15
CCC(=O)NC1(C(F)(F)F)C(=O)Nc2c1c(=O)[nH]c(=O)n2Cc1ccco1 (centres undefined)	7	-2.9	nt	-15	-7	-2	-0.1	-4	nt
Cc1cc(C(=O)Nc2sc3c(c2C#N)CCCCC3)cs1	31	0.1	-2	-7	19	11	1.0	3	3
CCOC(=O)C1CCCN(c2c(N3CCC(N4CCCCC4)CC3)c(=O)c2=O)C1 (centres undefined)	-12	-0.2	-6	-4	7	-14	1.2	-24	10
CC(C)C(NC(=O)c1ccco1)C(=O)NCC(c1ccco1)N1CCCCC1 (centres undefined)	0	1.0	-2	-11	0	-20	0.3	-22	-2
Cn1c(N)c(C(=O)COC(=O)CCC(=O)c2cccs2)c(=O)n(C)c1=O	-10	0.3	1	1	-14	3	-0.4	-2	17
CCOc1ccccc1N(CC(=O)Nc1ccc(C)cc1)S(C)(=O)=O	-2	-0.5	-15	-8	6	-10	0.1	-7	8
COc1ccc(C)cc1S(=O)(=O)N(C)CC(=O)Nc1ccccc1	-7	0.2	14	-2	-20	-25	-0.4	17	14
CC1CCN(C(=O)C(Cc2ccccc2)NS(=O)(=O)c2ccc3c(c2)oc(=O)n3C)CC1 (centres undefined)	-18	1.2	-8	-6	-8	-24	0.9	-2	18

The list goes on.
SMILES	SF1 activator	S1P3 ag	5HT1a antag	5HT1E antag	RORa activator	S1P1 ag-PAM	5HT1E ag	tolC growth inh	AP ELISA ortho
N#Cc1c(N)nc(SCc2ccncc2)c(C#N)c1-c1cccs1	-1	-1.4	5	43*	12	18	0.0	-5	6
COC(=O)c1cn(C(=O)c2ccc(Br)o2)c2ccccc12	-18	-1.3	-7	-8	-16	8	-1.3	6	8
Cc1cc(C)c(S(=O)(=O)Nc2ccc(O)cc2)cc1C	0	1.0	1	0	13	9	-0.7	-2	25
CCOc1ccc(Cc2nc(N)nc(N)n2)cc1	-10	-2.9	nt	-5	-13	-4	0.3	1	23
Clc1cccc(N2CCN(CCNc3nc4ccccc4n4cnnc34)CC2)c1	-1	-0.9	17	6	0	-13	8.9*	0	9
COC(=O)Nc1ncc(CN2C(=O)c3ccccc3C2=O)s1	-15	-0.8	8	15	-19	-38	-1.5	-9	25
Cc1cccc(-c2nnc(NC(=O)c3ccc(Cl)cc3)o2)c1	-10	0.2	9	2	17	6	-0.4	100*	15
O=C(CCN1C(=O)c2ccncc2C1=O)NCc1ccc(Cl)cc1	-1	0.8	-12	-1	13	-4	-0.5	-18	10

Source: PubChem

No enrichment for hits; about 7.1% have a hit in one of these screens.
